High-throughput results as filed in PubChem.
EPAC1 antagonist: EPAC1 (human) antagonism | Potency, µM (titrated, usually from 115 µM), inactives show top-dose activity change, negative = inhibition, actives largely listed as inhibitors | hit rate 0.14% among 360,000 | O95398 | EPAC1 GEF assay, Rap1b-BODIPY-GDP exchange fluorescence;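 also: potency is read from the fitted curve at half-maximal effect; plate controls were vehicle for no effect and positive control for full effect; nearly all actives have a fitted effect of over 50% in size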
EPAC2 agonist: agonists of human EPAC2 (RAPGEF4); Q8WZA2; EPAC2 activation, biochemical qHTS; response scale: 100% = 6.5 mM cAMP response; Potency, µM (titrated, usually from 154 µM), for the others: at the highest dose activation, most hits filed as activators; hit rate 0.079% among 360,000; AID 720711; also: potency is read from the fitted curve at half-maximal effect; nearly all actives have a fitted effect of over 50% in size
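Fluorescence exchange assay: 100 nM EPAC2 with 250 nM RAP1B-BODIPY-GDP and 50 uM GDP; compounds tested as a concentration-titration series (qHTS). Loss of Rap1-bound BODIPY-GDP fluorescence read at 480/540 nm; data normalized to 6.5 mM cAMP.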
CCT chaperon mod: modulators of cytosolic chaperonin (CCT/TRiC) activity | purified chaperonin ATPase assay, HTRF ADP detection, 30 min | activity change, % (concentration not given with the values), hits read low | hit rate 0.3% among 360,000 | AID 651819; in the data active = activity change below about -30%; also: % is scaled to controls: 0 for no effect and ±100 for the full control effect
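Nucleotide hydrolysis assay: TRiC at 20–40 nM final (set by batch activity) with 10 uM ATP, 30 min at 37 °C, in presence of 76 uM compound. Detection by competitive ADP HTRF, 30 min ambient.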
EPAC1 ag: agonists of human EPAC1; O95398; EPAC1 agonist qHTS, biochemical assay; response scale: 100% = response to 6.5 mM cAMP; Potency, µM (titrated, usually from 154 µM), inactives show at the highest dose activation, usual class: activators; hit rate 0.073% among 360,000; also: potency is read from the fitted curve at half-maximal effect; nearly all actives have a fitted effect of over 60% in size
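Read-out is the fluorescence drop as BODIPY-GDP leaves Rap1B (480 nm excitation, 540 nm emission), recorded every 5 minutes over 30 minutes. Reactions held 100 nM EPAC1, 250 nM Rap1B–BODIPY-GDP and 50 uM GDP, with 6.5 mM cAMP setting full activation.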
PI5P4Ka inh: PI5P4K alpha (human) kinase inhibition | AID 652105 | max response, % | P48426 | PI5P4Kalpha enzyme, ADP-Glo luminescence, 60 min; active compounds read low | hit rate 1.2% among 330,000; active = max response of -50% or lower; inconclusive = between -30% and -50%; inactive = -30% or higher; also: value at the top dose of about 77 µM; % is scaled to controls: 0 for no effect and ±100 for the full control effect
Target sequence (P48426 whole entry, looked up): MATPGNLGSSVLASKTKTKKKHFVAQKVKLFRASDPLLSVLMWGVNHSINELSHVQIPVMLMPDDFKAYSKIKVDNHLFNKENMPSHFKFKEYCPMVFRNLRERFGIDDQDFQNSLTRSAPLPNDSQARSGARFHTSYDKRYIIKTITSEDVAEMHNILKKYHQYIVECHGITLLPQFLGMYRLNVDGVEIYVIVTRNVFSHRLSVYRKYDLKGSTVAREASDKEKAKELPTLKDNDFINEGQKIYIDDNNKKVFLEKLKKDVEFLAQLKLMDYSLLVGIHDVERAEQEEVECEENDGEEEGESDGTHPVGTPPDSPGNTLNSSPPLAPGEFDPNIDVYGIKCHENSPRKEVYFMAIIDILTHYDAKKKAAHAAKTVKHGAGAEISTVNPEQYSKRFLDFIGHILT
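qHTS, 1536-well: enzyme/substrate mix, compound by pin tool, 5 microM ATP final; RT 60 min; ADP-Glo reagents 1 (45 min) then 2 (30 min); luminescence.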
IL-2 act: IL-2 activation. IL-2 activation reporter assay, cell-based qHTS; stimulated with anti-CD3/CD4/CD28 beads; in transgenic mouse T cells. activation, % (series mostly up to about 46 µM). hit rate 0.065% among 360,000; in the data active = activation above about 50%; inconclusive = mostly about 30% to 49%; also: 0% is about no effect
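Readout is EGFP and DsRed signal by fluorescent plate cytometry after 18 h at 37 degrees C. Transgenic mouse T cells (750/well) received compound for 60 min before bead stimulation (anti-CD3, anti-CD4, anti-CD28); memory T cells served as non-tolerant control.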
PLK1 PBD inh: inhibitors of human PLK1 polo-box domain binding; P53350; Plk1 PBD binding of FITC phosphopeptide, fluorescence polarization; Potency, µM, for the others: max response, negative = inhibition, actives largely listed as inhibitors; hit rate 2.8% among 360,000; also: potency is read from the fitted curve at half-maximal effect; series mostly up to about 57 µM; % is scaled to controls: 0 for no effect and ±100 for the full control effect; nearly all actives have a fitted effect of over 65% in size
Target sequence (P53350 whole entry, looked up, the tested form may be a part): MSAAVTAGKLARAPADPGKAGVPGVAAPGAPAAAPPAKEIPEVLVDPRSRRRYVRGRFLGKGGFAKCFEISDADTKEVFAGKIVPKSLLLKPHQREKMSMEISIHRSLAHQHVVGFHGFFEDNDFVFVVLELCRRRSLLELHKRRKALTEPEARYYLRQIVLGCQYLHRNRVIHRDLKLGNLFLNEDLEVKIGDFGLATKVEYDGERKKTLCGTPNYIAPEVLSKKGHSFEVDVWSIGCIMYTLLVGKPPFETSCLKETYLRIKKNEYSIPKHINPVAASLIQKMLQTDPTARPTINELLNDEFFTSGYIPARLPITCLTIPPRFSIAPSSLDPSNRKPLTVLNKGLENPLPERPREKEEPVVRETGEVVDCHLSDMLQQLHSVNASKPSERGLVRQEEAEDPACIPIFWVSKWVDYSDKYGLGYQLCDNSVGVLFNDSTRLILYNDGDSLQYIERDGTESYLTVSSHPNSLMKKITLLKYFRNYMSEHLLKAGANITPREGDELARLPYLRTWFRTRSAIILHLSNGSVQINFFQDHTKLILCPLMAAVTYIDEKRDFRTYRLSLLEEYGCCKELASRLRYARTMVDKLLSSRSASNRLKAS
WRN helicase inh: blocks human WRN helicase; Q14191; WRN helicase unwinding, fluorescent forked duplex, kinetic; Potency, µM (highest dose often 114 µM), inactives show at the highest dose activity change, negative = inhibition, hits mostly inhibitors; hit rate 0.46% among 360,000; AID 651768; also: potency is read from the fitted curve at half-maximal effect; % is scaled to controls: 0 for no effect and ±100 for the full control effect; nearly all actives have a fitted effect of over 55% in size
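Enzyme (20 nM final) and test compound sit together 15 min at room temperature before substrate addition. Substrate is a single-forked duplex oligonucleotide (100 nM) labelled with fluorophore and quencher, with 2 mM ATP; helicase unwinding raises red fluorescence, read kinetically.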
Active calls of the source: *; ? = inconclusive; . = not tested or not shown; [ ] = dose if it differs, or a comment. Unless noted, calls follow the shape of the dose curve; as a rule, active = well fitted curve in the direction sought with a large enough effect; inconclusive = small, poorly fitted or top-dose-only effect, or another doubt; inactive = no such curve, though single readings can be large; an effect the other way counts as inactive or inconclusive.

SMILES	EPAC1 antagonist	EPAC2 agonist	CCT chaperon mod	EPAC1 ag	PI5P4Ka inh	IL-2 act	PLK1 PBD inh	WRN helicase inh
CCc1nc2c(OCc3cccc(Cl)c3)cccn2c1N(C)C(=O)C(C)C	-14%	11%	-5.3	1%	0	-0.5	-10%	-5%
CCCCOC(=O)c1ccc(NC(=O)CN2C(=O)NC3(CCCCCC3)C2=O)cc1	-11%	0%	-2.1	0%	-7	0.0	5%	-7%
CC(=O)NS(=O)(=O)c1ccc(N=NN2CCCCCC2)cc1	0%	12%	-5.6	12%	-5	6.0	-14%	2%[57.1 µM]
C#CCOCCOCCOCCNc1nc(N2CCN(C(=O)[C@H](CCC(=O)O)n3cc(C(N)Cc4ccc(O)cc4)nn3)CC2)nc(N2CCN(C(=O)[C@H](CCC(=O)O)n3cc(C(N)CC(C)C)nn3)CC2)n1 (stereo partly specified)	-10%	9%	-4.0	-6%	-15	0.9	-8%	0%
CCOC(=O)C1(C)NC(c2ccc(OC)cc2OC)C2C(=O)N(c3cccc(OC)c3)C(=O)C21 (stereo unspecified)	3%	2%	-1.9	-1%	10	1.5	-17%	-11%
Cc1ccc(C(=O)NC2CCN(S(=O)(=O)c3ccc(C)cc3)CC2)cc1	-4%	4%	0.1	7%	8	0.9	-9%	-6%
CC(=O)Nc1cccc(C(=O)NCCc2ccco2)c1	4%	-6%	-0.8	-5%	-4	1.4	9%	-4%
O=C(Nc1ncn[nH]1)c1c(Cl)ccc(Cl)c1Cl	-12%	-5%	1.1	-5%	1	-1.0	-2%	2%
CC(=O)NCCNC(=O)C1(C)Cc2c(-c3cccc(NC(C)=O)c3)ccnc2O1 (stereo unspecified)	-34%	3%	-15	2%	3	1.1	-10%	2%[57.1 µM]
O=C(Nc1nc2cc3c(cc2s1)OCO3)c1ccco1	-9%	-4%	-2.3	2%	-22	-1.8	0%	-6%
O=C1c2ccccc2C(c2nnnn2Cc2ccccc2)N1CCc1ccc(O)cc1 (stereo unspecified)	0%	4%	-0.6	-8%	1	0.5	-1%	-5%
O=C(CC1CS(=O)(=O)CC1CC(=O)Nc1ccc2c(c1)OCCO2)Nc1ccc2c(c1)OCCO2 (stereo unspecified)	-8%	1%	-1.0	13%	-20	1.9	-29%	6%
CCc1ccc(NC(=O)c2sc3nc(C)nc(N4CCN(c5ccccn5)CC4)c3c2C)cc1	0%	6%	2.9	8%	0	-0.4	0%	1%
Nc1nc(SCC(=O)Nc2ccc(Cl)cc2C(F)(F)F)n[nH]1	-14%	-4%	-2.3	-6%	-2	-2.3	-9%	-31%
COc1ccc2nc(N=Nc3ccc(N(C)C)cc3)sc2c1	-3%	3%	0.2	0%	-5	-2.6	-8%	-3%
O=C(Nc1nc2cc3c(cc2s1)OCCO3)c1ccc(N2C(=O)CCC2=O)cc1	4%	2%	0.4	-12%	-7	0.1	-4%	4%
N#Cc1ccc(CN2CCN(C(=O)c3cn(Cc4ccccc4)nc3-c3cccnc3)CC2)cc1	5%	10%	-1.0	-1%	-3	0.7	-12%	10%
O=C(NCc1ccccc1)C1=C[C@@H](C2CC2)C[C@@H](OCCCCO)O1	7%	5%	0.7	2%	-1	0.1	-4%	4%
Cc1cc[n+](Cc2ccc([N+](=O)[O-])cc2)cc1	8%	2%	3.0	11%	3	2.2	-4%	-3%
COc1cc(/C=C(\NC(C)=O)C(=O)NC(C)(C)CC(C)(C)C)ccc1OC(C)=O	25%	15%	2.4	-3%	5	0.7	-11%	6%
COc1cc(CNC2CCCC2)c(Br)cc1OCc1ccccc1	7%	7%	1.8	5%	14	-0.9	-1%	-18%
CC(C)(C)c1nnc(NC(=O)c2cccnc2)s1	-11%	10%	-2.4	1%	6	-0.8	-17%	3%
CCn1nc(NS(=O)(=O)c2ccc(NC(C)=O)cc2)c2cc3ccccc3nc21	-9%	0%	-2.2	-5%	-22	-4.2	24µM*	-11%
O=C(O)c1cccc(NS(=O)(=O)c2cccc3nsnc23)c1	12%	1%	3.4	0%	.	-2.3	2%	-10%
COc1ccc(NC(=O)CSc2nc3ccc(OC)cc3[nH]2)cc1	1%	8%	-0.4	4%	-8	-0.7	1%	-4%

Next section
SMILES	EPAC1 antagonist	EPAC2 agonist	CCT chaperon mod	EPAC1 ag	PI5P4Ka inh	IL-2 act	PLK1 PBD inh	WRN helicase inh
CCCN(C)C[C@H]1OCc2cnnn2CCCC(=O)N([C@H](C)CO)C[C@@H]1C	-3%	4%	0.4	12%	1	-0.8	-8%	-6%
CCc1ccc(OC2(C)CCN(Cc3ccc(SC)cc3)C2)cc1 (stereo unspecified)	1%	8%	-3.5	3%	8	0.3	2%	-5%
CCN1C(=O)[C@H]2[C@@H](c3ccc(-c4ccccc4)cc3)N[C@@](CC(C)C)(C(=O)OC)[C@H]2C1=O	-15%	6%	-0.4	-11%	6	-3.2	-11%	0%
CCN(CC)C(=O)CCNS(=O)(=O)c1ccc(C)cc1	-10%	5%	-2.6	4%	-2	-0.9	-7%	-5%
CCOc1cc(/C=C2\C(=O)N(c3nc(-c4ccc(Br)cc4)cs3)N=C2c2ccccc2)ccc1O	35µM*	-14%	-2.0	-5%	-83*	-0.9	?	-35%
O=C(Nc1cccc(C(F)(F)F)c1)C1CCN(S(=O)(=O)c2cccnc2)CC1	-6%	3%	-23	-7%	-1	2.1	4%	0%
Cc1cccc(NC(=O)C2=C(O)c3ccccc3N(C)S2(=O)=O)c1	3%	8%	-1.7	6%	.	0.2	-10%	-8%
CC(C)C1C(C#N)=C(N)Oc2n[nH]c(-c3ccccc3)c21 (stereo unspecified)	-12%	2%	0.2	-5%	-16	0.0	-1%	0%
Cc1ccccc1Nc1nnc(SCC(=O)NCc2cccs2)s1	-7%	-13%	1.4	-9%	4	1.1	-3%	-9%
c1ccc2oc(-c3ccc4nc[nH]c4c3)nc2c1	-11%	3%	0.3	11%	8	1.4	-6%	-20%
Cc1[nH]c2ccccc2c1C(=O)CSCC(=O)O	-2%	10%	-0.3	-4%	.	-0.6	-11%	6%
COC(=O)[C@@H](NS(=O)(=O)c1ccc(F)cc1Br)C(C)C	6%	10%	-1.1	-16%	-4	-0.6	-2%	6%
CCCC12CN3CC(C)(CN(C1)C3c1ccc(OC)cc1)C2=O (stereo unspecified)	0%	-10%	0.3	-4%	-5	0.0	1%	3%
Brc1ccc2c(c1)OCCOCCOCCOCCOCCOCCO2	-4%	2%	1.3	-2%	1	0.1	-9%	-7%
CCn1c(Cc2ccccc2)nnc1SCC(=O)Nc1ccccc1F	3%	2%	0.5	-6%	-2	-0.1	3%	-1%
CCc1ccc(NC(=O)CN2C(=O)CSC2=O)cc1	-16%	14%	-5.9	-5%	-1	2.0	-9%	-6%
Cc1cccc(-c2nnc(NC(=O)c3ccc(N4C(=O)CCC4=O)cc3)s2)c1	-13%	9%	-0.4	11%	-23	-3.0	-19%	0%
C#CCOCCOCCOCCNc1nc(N2CCN(C(=O)Cn3cc(CCO)nn3)CC2)nc(N2CCN(C(=O)[C@H]([C@@H](C)CC)n3cc(CCCN=C(N)N)nn3)CC2)n1	-4%	2%	-2.1	-15%	1	0.8	2%	-6%
COc1cccc(CNC(=O)Cc2ccc(NC(=O)C3=C(C)OCCS3)cc2)c1	10%	-4%	-1.5	2%	-53*	-2.3	?	-16%
COc1ccc(NS(=O)(=O)c2ccc3c(c2)Cc2ccccc2-3)cn1	-20%	29%	-3.9	?	.	0.0	-5%	-17%
CCCc1c(C(=O)N/N=C(\CC)c2ccccc2)nnn1-c1nonc1N	9%	12%	0.5	4%	-5	-0.5	-4%	9%
COc1ccccc1C(=O)Nc1cc(C)ccc1NC(=O)c1ccco1	5%	8%	0.3	-1%	3	-2.9	-23%	4%
Cc1cc(/C=C(\C#N)C(=O)Nc2ccc(Cl)cc2)c(C)n1-c1ccc(N2CCOCC2)c([N+](=O)[O-])c1	-15%	6%	1.3	1%	1	-5.3	4%	-4%
CC1CCN(C(NC(=O)c2ccco2)C(=O)c2ccccc2)CC1 (stereo unspecified)	4%	-6%	0.2	-6%	-1	-0.2	-2%	-4%
COc1ccc(-n2c(=S)[nH]c3cc(C(=O)NCc4ccccc4)ccc3c2=O)c(OC)c1	8%	3%	1.8	-1%	0	-1.0	1%	-6%

More compounds
SMILES	EPAC1 antagonist	EPAC2 agonist	CCT chaperon mod	EPAC1 ag	PI5P4Ka inh	IL-2 act	PLK1 PBD inh	WRN helicase inh
O=C(Nc1ccc(Cl)c(Cl)c1)C1=Cc2ccccc2OC1	-29%	28%	-1.9	14%	0	-0.5	0%	-1%
Cc1ccc(NC(=O)Cn2sc3nc(C)cc(C)c3c2=O)c(Cl)c1	-6%	5%	1.4	-3%	-72*	0.4	1.5µM*	5%
CCOC(=O)Cn1c(=O)oc2cc(S(=O)(=O)N3CCCc4ccccc43)ccc21	-2%	7%	-2.8	-20%	5	-3.2	-8%	-1%
Cc1cnc(NC(=O)CSc2nnc(-c3ccccc3)n2Cc2ccccc2)s1	16%	2%	-1.8	11%	1	-2.3	-3%	1%
COc1ccc(/C=N/NC(=O)CSCC(=O)Nc2ccccc2)cc1	-26%	8%	-1.7	15%	-2	0.3	8%	-6%
CCc1nc2ccc(C(=O)N3CCCCC3)cn2c1N(CCC(C)C)CCN(C)C	-8%	3%	-0.1	-18%	-3	-0.4	-5%	2%
CCN(CC)CCN(C(=O)c1ccc(CN2CCCCC2)o1)C(C(=O)NC1CCCCC1)c1ccc(F)cc1 (stereo unspecified)	-7%	-3%	-1.6	0%	1	0.3	-9%	-3%
O=C1c2ccccc2C(=O)N1CC(O)COc1ccc(Br)cc1 (stereo unspecified)	-1%	-2%	0.6	-4%	0	-1.4	1%	2%
Cc1ccc(-c2nc3ccc(C)cn3c2Cc2cccc(Cl)c2)cc1	8%	13%	-1.8	3%	-2	-0.5	6%	5%
COc1ccc(COC(=O)C2=C(C)NC(=O)NC2c2cc(OC)ccc2OC)cc1 (stereo unspecified)	-14%	7%	0.1	9%	-4	1.0	-1%	2%

3 compounds already listed, arranged by the number in WRN helicase inh, high to low.
| smiles | WRN helicase inh |
| --- | --- |
| CCc1ccc(NC(=O)c2sc3nc(C)nc(N4CCN(c5ccccn5)CC4)c3c2C)cc1 | 1% |
| Cc1cc[n+](Cc2ccc([N+](=O)[O-])cc2)cc1 | -3% |
| COc1ccc(-n2c(=S)[nH]c3cc(C(=O)NCc4ccccc4)ccc3c2=O)c(OC)c1 | -6% |

Only part of the results is shown, so the mix of outcomes need not match the whole.
